Screening results as filed in PubChem BioAssay.
MIN6 prolif: MIN6 beta-cell proliferation induction. MIN6 cells proliferation, ATPlite luminescence, 48 h; cells starved in 0.2% serum; 100% = growth in 10% serum. proliferation, % at 10 µM. 330,000 compounds, 0.29% hits. AID 2380;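 active means compounds whose signal lies at least 3.5 SD above the mean of all wells on their plate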;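 further: 0% = DMSO-treated cells in low-serum medium and 100% = 10% serum control; some compounds called inactive have numbers as strong as hits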
TIM10 inh: TIM10 yeast growth inhibition. S. cerevisiae TIM10 strain growth, BacTiter-Glo luminescence, 24 h. inhibition, % at 10 µM. 330,000 compounds, 1.4% hits. AID 463195;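 active means inhibition of 40% or more at the single tested concentration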;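 further: wild-type TIM10 isogenic control strain grown at permissive 25 °C; 0% = DMSO yeast wells and 100% = minimal medium wells without yeast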
tim10-1 inh: growth inhibitors of tim10-1 mutant yeast; S. cerevisiae tim10-1 ts strain growth, BacTiter-Glo, 24 h; inhibition, % at 20 µM; 330,000 compounds, 2.2% hits; AID 463190;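 active means inhibition of at least 40%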;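 further: mutant grown at 25 °C; 0% = DMSO wells with yeast and 100% = wells holding no yeast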
APJ antagonist: blocks the human apelin receptor APJ | P35414 | inhibition, % at 20 µM | CHO-K1 APJ beta-arrestin complementation, luminescence | 330,000 compounds, 0.32% hits;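 active means inhibition above about 40% at 20 µM, limit read from the data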;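 further: cells challenged with 10 nM apelin-13 agonist together with compound; plate controls were apelin-13 plus DMSO wells for no effect and DMSO wells lacking apelin-13 for full effect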
Target sequence (P35414 whole entry, looked up): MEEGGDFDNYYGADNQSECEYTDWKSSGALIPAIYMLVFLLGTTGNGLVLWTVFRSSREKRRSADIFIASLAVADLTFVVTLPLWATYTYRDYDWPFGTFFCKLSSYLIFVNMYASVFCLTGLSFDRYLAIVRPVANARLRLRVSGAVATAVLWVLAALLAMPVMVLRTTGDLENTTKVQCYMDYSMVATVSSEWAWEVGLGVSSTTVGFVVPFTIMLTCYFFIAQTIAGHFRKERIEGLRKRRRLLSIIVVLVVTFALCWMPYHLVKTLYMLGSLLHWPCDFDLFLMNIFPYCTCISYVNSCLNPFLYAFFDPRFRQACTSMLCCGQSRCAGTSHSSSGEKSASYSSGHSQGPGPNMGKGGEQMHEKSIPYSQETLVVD
NLRP3 yeast inh: NALP3 inhibition in yeast | Yeast reconstituted NLRP3/ASC/caspase-1, beta-gal luminescence, 24 h | inhibition, % at 10 µM | 330,000 compounds, 0.39% hits;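 active means inhibition of 50% or more; inactive means inhibition below 50%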;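 further: plate controls were induced DMSO wells for no effect and uninduced yeast grown without galactose for full effect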
GRIN3A LBD mod: NR3A (human) ligand-binding domain modulation; 340,000 compounds, 2.5% hits; Tm shift relative to glycine control, % at 25 µM; AID 1259313; NR3A LBD differential scanning fluorimetry, Tm shift; 0% = protein alone, 100% = glycine-bound protein;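 active means melting temperature shift of at least 10% of the positive control shift, at one fixed dose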
APJ agonist: activates the human apelin receptor APJ; 330,000 compounds, 0.11% hits; CHO-K1 APJ PathHunter beta-arrestin, luminescence; 0% DMSO wells, 100% apelin; P35414; activation, % at 20 µM;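 active means activation more than six SD over the plate average, tested at 20 µM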;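 further: 0% = DMSO alone and 100% = apelin-13 at 10 nM; some results filed as inactive read as strong as hits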
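Test system: CHO-K1 APJ beta-arrestin complementation cell line | Compound: Single test compound dose, 20 µM final, 1% DMSO | Incubation: Compound 90 min 25 °C, reagent 1 h | Measured by: beta-gal luminescence | Read-out basis: APJ–arrestin association signal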
MPTP block: blocks calcium-induced mitochondrial swelling | inhibition, % at 10 µM | 360,000 compounds, 1.4% hits | isolated mouse mitochondria, Ca2+ swelling absorbance, 30 min;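 active means inhibition of 50% or more, scaled per plate between neutral and stimulator controls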;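 further: 0% = DMSO wells given calcium and 100% = 1 mM EGTA wells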
tim23-1 inh: inhibits growth of tim23-1 mutant yeast; S. cerevisiae tim23-1 growth, BacTiter-Glo luminescence, 24 h; inhibition, % at 20 µM; 330,000 compounds, 1.3% hits;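 active means growth inhibition of the mutant yeast at or above 50%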;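 further: temperature-sensitive mutant grown at 25 °C; plate controls were DMSO-treated mutant yeast for no effect and medium wells lacking yeast for full effect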
* marks the source's active call; other numbers are inactive results; nt = no result given.

SMILES | MIN6 prolif | TIM10 inh | tim10-1 inh | APJ antagonist | NLRP3 yeast inh | GRIN3A LBD mod | APJ agonist | MPTP block | tim23-1 inh
Oc1ccccc1C1CC(c2cccs2)=NC(c2cccc(Br)c2)N1 (stereo unspecified) | -6 | 24 | 14 | -21 | 21 | 2 | -1 | 84* | 35
Cc1ccsc1C(=O)N(Cc1nnc(-c2ccccc2Cl)o1)C1CC1 | 1 | -1 | 19 | 0 | 2 | 0 | -3 | -0.8 | 27
CCc1cc2c(=O)c(-c3ccon3)c(N)oc2cc1OC | -2 | 15 | 20 | 13 | 31 | 1 | -4 | 0.2 | 28
Cc1cccc(N2CCN(C(=O)c3ccc4c(c3)CCN4S(C)(=O)=O)CC2)c1C | -2 | 10 | -2 | -8 | 1 | 0 | -3 | -1.4 | 18
C/C(=N\N1C(=O)c2ccccc2NC1c1ccccc1)c1ccccc1O (stereo unspecified) | -6 | -10 | 0 | -13 | 11 | -3 | -3 | -0.3 | -5
c1csc(-c2ccc(N3CCOCC3)nn2)c1 | -6 | 14 | 11 | 7 | 5 | 1 | -2 | -0.4 | 10
Cc1cc2c3c(c1C)C1(C(=O)N3C(C)(C)CC2C)C(C#N)=C(N)Oc2n[nH]c(C)c21 (stereo unspecified) | 5 | 7 | 22 | -22 | 19 | -3 | 3 | 1.3 | 16
Cn1c(CSc2ncn[nH]2)nc2ccccc21 | -1 | -4 | -7 | 2 | -12 | -1 | 0 | 2.3 | 5
COc1ccc2[nH]c(CN3CCN(C(C)C)C(CCO)C3)c(C)c2c1 (stereo unspecified) | -1 | -7 | -2 | 15 | 26 | -1 | 0 | -1.2 | 5
CN(C)c1ccc(NC(=O)Nc2cccc(Cl)c2)cc1 | -4 | -3 | 3 | 5 | 13 | 22* | 1 | 74* | -1
O=C(CN1C(=O)NC2(CCCC2)C1=O)Oc1ccc2ccc(=O)oc2c1 | 4 | 8 | -7 | -1 | -8 | -3 | -4 | 0.5 | -3
CCOC(=O)c1cnn2cc(-c3[nH]ncc3[N+](=O)[O-])cnc12 | 0 | 6 | 8 | 10 | 8 | 1 | -1 | 0.0 | 4
COc1ccc(OC)c(NC(=O)C2CCCN2C(=O)NC2CCCCC2)c1 (stereo unspecified) | 1 | 7 | 30 | -1 | 10 | 0 | -2 | -0.7 | 6
CC1(c2ccccc2)NC(=O)N(Cc2ccc([N+](=O)[O-])cc2)C1=O (stereo unspecified) | -1 | 9 | 20 | 2 | 25 | 0 | 2 | 1.0 | 7
O=C(Cc1coc2cc3c(cc12)CCC3)NCC1(N2CCCCC2)CCCCC1 | -4 | 4 | 9 | 17 | 10 | -2 | -3 | -3.9 | 23
CCc1ccc(NC(=S)Nc2ccc3[nH]c(=O)[nH]c3c2)cc1 | -6 | 5 | 2 | 10 | 14 | -1 | -4 | 3.4 | -1
COc1ccccc1C(=O)Oc1ccc2ccc(=O)oc2c1 | 0 | 36 | 18 | 2 | 11 | 0 | -1 | 0.8 | 69*
COc1ccc(C(=O)N[C@H](C(=O)NCC2CCCCC2)C(C)C)cc1 | 0 | -20 | 14 | 2 | 9 | 0 | -5 | -2.1 | 2
CCc1ccccc1NC(=S)NCC1CCN(c2ccc(OC)cc2)C1 (stereo unspecified) | -5 | 40* | -4 | 10 | 13 | -3 | -2 | 8.0 | 48
CCC1CCCCN1C(=O)CSc1nnc(-c2ccco2)o1 (stereo unspecified) | 1 | 20 | 31 | 2 | 9 | 2 | -2 | 0.2 | 20
O=C(/C=C/c1ccco1)N1CCN(S(=O)(=O)/C=C/c2ccccc2)CC1 | 0 | 11 | 20 | -25 | 8 | -1 | 3 | -0.7 | 19
COc1ccc(C(=O)O)nc1C | -2 | -12 | 11 | 12 | -10 | 2 | -3 | -0.3 | 9
Cc1ccccc1S(=O)(=O)N1[C@@H](c2ccccc2)C(C(=O)O)=CC[C@H]1c1ccc(Cl)cc1 | -4 | 8 | 19 | 14 | 15 | -9 | 2 | -2.4 | 15
CCCNC(=O)NS(=O)(=O)c1cnccc1Sc1ccc(Cl)c(Cl)c1 | -3 | 2 | -2 | -20 | -5 | -2 | -3 | -3.2 | 1
COc1ccccc1C(=O)Nc1nc(-c2ccc3c(c2)OCCO3)cs1 | 0 | 0 | 4 | -9 | 34 | -11 | -3 | 0.1 | 16
Cc1ccccc1NC(=O)c1ccccc1NC(=O)c1cccs1 | 5 | 5 | 2 | -4 | 13 | 1 | -3 | -0.3 | 8
CCc1nnc(NC(=O)c2ccc(S(=O)(=O)N3CCOCC3)cc2)s1 | -1 | 0 | 6 | 18 | 0 | 3 | 0 | -0.8 | -5
COc1nccnc1NS(=O)(=O)c1ccc(N=Cc2c(C)[nH]n(-c3ccccc3)c2=O)cc1 | 0 | 5 | 3 | -4 | 11 | -3 | -1 | 0.7 | 2
CC(C)(C)NC(=O)c1ccc2c(c1)C(=O)N(C1CCCCC1)C2=O | -1 | 6 | 34 | 11 | 13 | 0 | -2 | 2.3 | 38
NC(=O)CC(c1ccccc1)c1ccc2c(c1)OCO2 (stereo unspecified) | -4 | 12 | 9 | -6 | 16 | -1 | -4 | 1.6 | 2
N#Cc1ccc(Nc2nc(-c3ccc(O)cc3O)cs2)cc1C(F)(F)F | -7 | -16 | -15 | 3 | 15 | 23* | 6 | 24 | 29
Oc1[nH]c2ccccc2c1N=Nc1ccc(F)cc1 | -1 | 18 | 18 | 15 | -5 | 0 | -3 | 2.2 | 14
NC(=O)CSC1=N/C(=C\c2ccco2)C(=O)N1c1ccc(OC(F)F)cc1 | -4 | 11 | -3 | 23 | 16 | -1 | -4 | 0.0 | 18
O=C(CSc1nnnn1-c1cccc2ccccc12)N1CCOCC1 | -2 | 7 | 11 | -5 | 0 | -1 | -3 | 0.6 | 0
COc1ccc(Cl)cc1-c1nc(SCC(=O)NC(C)C(C)C)n[nH]1 (stereo unspecified) | 3 | 0 | 1 | -16 | 30 | 0 | -2 | -0.6 | 16
O=C(CSc1ccccn1)N1CCNC1=O | 1 | -3 | 11 | 5 | -3 | 2 | -4 | 0.2 | 14

3 entries out of the list, sorted by molar mass, rising:
SMILES | MIN6 prolif | TIM10 inh | tim10-1 inh | APJ antagonist | NLRP3 yeast inh | GRIN3A LBD mod | APJ agonist | MPTP block | tim23-1 inh
Cc1ccccc1NC(=O)c1ccccc1NC(=O)c1cccs1 | 5 | 5 | 2 | -4 | 13 | 1 | -3 | -0.3 | 8
COc1ccc(OC)c(NC(=O)C2CCCN2C(=O)NC2CCCCC2)c1 (stereo unspecified) | 1 | 7 | 30 | -1 | 10 | 0 | -2 | -0.7 | 6
CCc1nnc(NC(=O)c2ccc(S(=O)(=O)N3CCOCC3)cc2)s1 | -1 | 0 | 6 | 18 | 0 | 3 | 0 | -0.8 | -5

Next part:
SMILES | MIN6 prolif | TIM10 inh | tim10-1 inh | APJ antagonist | NLRP3 yeast inh | GRIN3A LBD mod | APJ agonist | MPTP block | tim23-1 inh
COCCNC(=S)NNC(=O)c1cccs1 | 0 | -11 | 6 | 7 | 16 | 0 | -3 | -0.9 | 5
CC(OC(=O)c1cccc([N+](=O)[O-])c1)C(=O)NCc1ccc2c(c1)OCO2 (stereo unspecified) | -2 | 1 | -13 | 17 | 11 | -1 | -5 | 0.2 | 6
O=c1[nH]c(-c2ccc(O)cc2)nc2scc(-c3cccs3)c12 | -5 | 8 | -6 | -29 | 26 | 19* | -4 | 11 | -7
CC(=O)Nc1ccc(S(=O)(=O)NCC(=O)NNC(=O)COc2ccccc2Cl)cc1 | 1 | 6 | -18 | -13 | 22 | nt | 0 | -0.2 | -6
Cn1c(SCC(=O)NCC2CCCO2)nc2scc(-c3ccccc3)c2c1=O (stereo unspecified) | -6 | 6 | 2 | 13 | 10 | -2 | -2 | 0.1 | 23
CC(C)c1ccc(/C=C/C(=O)NC(=S)NN2CCOCC2)cc1 | 0 | 27 | 29 | -16 | 10 | -1 | 4 | -1.2 | 54*
Cc1ccc2c(c1)cc(CN(Cc1ccco1)C(=O)N1CCOCC1)c1nnnn12 | -1 | 16 | 22 | 5 | 16 | -2 | 0 | 4.5 | 23
CCOCCCNCC(=O)Nc1cc(S(=O)(=O)N2CCOCC2)ccc1N1CCOCC1 | 4 | -4 | -5 | 0 | 11 | 3 | -2 | 1.1 | -11
Cc1oc(-c2ccccc2Cl)nc1CS(=O)(=O)CC(=O)NCCc1ccccc1 | -1 | 15 | 28 | 0 | 8 | -1 | -3 | -0.5 | 32
CCn1cc(C(=O)N2CCN(Cc3ccc4c(c3)OCO4)CC2)c(=O)c2ccc(C)nc21 | -3 | -1 | 4 | 16 | 19 | 0 | -1 | -7.8 | 7
CC#CC(=O)NC1CCCN(C2Cc3ccccc3C2)C1 (stereo unspecified) | -2 | -13 | 0 | 9 | 6 | 1 | 0 | 0.3 | -6
COc1cccc(C(=O)Nc2ccc(S(=O)(=O)N3CCCCC3)cc2)c1OC | -4 | 18 | 39 | 17 | -6 | 2 | 0 | 1.3 | 33
CCC(O)C(C)(C)C (stereo unspecified) | 0 | -2 | -3 | 0 | 5 | 0 | -1 | -0.6 | 6
COc1ccc(-n2ncc3c2CC(C)(C)CC3NC(=O)C2=CC(=O)CC(C)(C)O2)cc1 (stereo unspecified) | -2 | 13 | 7 | 9 | 20 | 0 | -3 | -1.0 | 0
COc1cc(CC(=O)N(c2ccccc2)c2nc(C)cs2)cc(OC)c1OC | -1 | 9 | 22 | 2 | 13 | 1 | -2 | 0.5 | 25
CC(=O)Nc1ccc(S(=O)(=O)Nc2ccc(S(=O)(=O)Nc3ncccn3)cc2)cc1 | 0 | 0 | 19 | 6 | 14 | -1 | -3 | -0.6 | 17
CN(CC(=O)Nc1ccc(Cl)c(Cl)c1)C1CCCCC1 | -3 | 3 | 20 | 9 | 30 | 3 | -2 | 1.5 | 14
COc1cccc(NC(=O)CSc2nnnn2C2CCCCC2)c1 | 0 | 19 | -2 | 16 | 19 | -2 | 0 | -0.7 | 9
OCCC1CN(Cc2cnn(-c3ccc(F)cc3)c2)CCN1Cc1ccsc1 (stereo unspecified) | 1 | -10 | 8 | 2 | 8 | -3 | -3 | 0.6 | -1
O=C(CC12CCC(CC1)C2)NCc1ccc2c(c1)OCO2 | -2 | 16 | 14 | 11 | 17 | -1 | 1 | -0.5 | 9
CCOC(=O)C(CC)n1cnc2c(nnn2-c2cccc(OC)c2)c1=O (stereo unspecified) | 0 | -11 | 14 | 10 | 5 | 1 | -3 | 0.8 | 7
COC(=O)C1=C(O)/C(=C\c2ccc(OCC(=O)Nc3ccccc3OC)cc2)N=C1C | 2 | 3 | 17 | 4 | 0 | -10 | -3 | 2.7 | 3
Cc1cc(Nc2ccc(F)cc2)n2nc(C)nc2n1 | 1 | 9 | 17 | 16 | 10 | 0 | -3 | -1.8 | 16
COC(=O)C1=C(C)NC2=C(C1c1ccc(O)cc1)S(=O)(=O)c1ccccc12 (stereo unspecified) | -3 | 2 | 8 | 5 | 19 | 0 | -3 | 1.0 | 10
CCCCOC(=O)c1ccc(Nc2ccc([N+](=O)[O-])cn2)cc1 | -1 | 6 | 13 | -12 | 6 | -1 | 4 | 5.4 | 4
COc1ccc(C(=O)NC(=S)Nc2ccc(Cl)cn2)cc1OC | 1 | 12 | 24 | 27 | 23 | -10 | -2 | 1.2 | -9
Cc1cc(=O)oc2c3c(cc(OCC(=O)NCc4ccco4)c12)OC(C)(C)CC3 | 2 | 7 | 12 | 6 | 11 | 1 | -2 | -0.8 | 25
